Bioassay records (PubChem)
MsrA inhibitor: bovine MsrA enzyme inhibitors, primary screen, biochemical, absorbance, HTS | Methionine sulfoxide reductase A (Bos taurus) | purified bovine MsrA, absorbance read-out | inhibition, % at 15.5 µM | 360,000 compounds, 0.75% hits | AID 651718, 2012; in the data active means inhibition above about 4.5%;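 further: 0% = vehicle wells with enzyme and 100% = reference inhibitor wells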
MT1-MMP act inh: blockers of MT1-MMP proenzyme processing, primary screen, HT1080 RFP-PRO-GFP cells, GFP/RFP fluorescence; GFP/RFP ratio change, % at 20 µM; GFP/RFP ratio fluorescence, overnight; percent of plate control window, DMSO zero; 360,000 compounds, 0.061% hits; Matrix metalloproteinase-14 (Homo sapiens), P50281; AID 651647, 2012;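 active means GFP/RFP ratio change of at least 30% with cell ATP level not reduced by more than half and red fluorescence within 50% of control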; further: strong numbers were not always called active
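Material: RFP-PRO-GFP reporter HT1080 cells. Dosing: single-point 20 µM compound, 1% DMSO. Controls: DMSO and RFP-L50D-GFP cell wells. Timing: cells overnight before dosing, compound overnight, 37 °C, 5% CO2. Measure: GFP/RFP fluorescence ratio.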
CSN inh: inhibitors of CSN-mediated cullin deneddylation, primary screen, biochemical, fluorescence polarization, uHTS. Purified CSN, SCF-Nedd8-OG deneddylation. inhibition, % at 12.5 µM. 360,000 compounds, 0.38% hits;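 active means pattern-corrected inhibition above about 35%, with an unprinted fluorescence ratio check between 0.5 and 1.5, limit read from the data, passing the limit was not always enough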;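 further: 0% = enzyme with substrate and 100% = substrate without enzyme; some results filed as inactive read as strong as hits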
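Assay system: purified human Csn5 enzyme expressed in HEK293T cells; measure: % inhibition; also added: SCFSkp2-Nedd8OG substrate at 10 nM final; technique: fluorescence polarization; times: reaction 90 min, room temperature; medium: Tris buffer pH 7.5, NaCl, DTT, Tween-20, trehalose, ovalbumin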
Rpn11 block: Rpn11 (PSMD14) deubiquitinase inhibitors, primary screen, biochemical, fluorescence polarization, uHTS. 360,000 compounds, 0.59% hits. calls only at 20 µM. human 26S proteasome, Ub4-pepOG fluorescence polarization; 20S core pre-blocked with epoxomicin. AID 588493, 2011;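 active means inhibition at 20 µM, scaled to each plate's controls, above about 33%, limit read from the data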
MsrA act: bovine MsrA enzyme activators, primary screen, biochemical, absorbance, HTS; activation, % at 10.6 µM; Methionine sulfoxide reductase A (Bos taurus); AID 602163, 2012; 360,000 compounds, 0.3% hits; purified bovine MsrA, absorbance read-out; in the data active means activation above about 7.5%;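 further: 0% = vehicle and 100% = reference activator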
Rin1-Abl PPI inh: inhibitors of Rin1-Abl protein binding, primary screen, biochemical, TR-FRET; Tyrosine-protein kinase ABL1 (Homo sapiens) + Ras and Rab interactor 1 (Homo sapiens), …; inhibition, % at 7.35 µM; 360,000 compounds, 0.4% hits; in the data active means inhibition above about 5%, passing the limit was not always enough
FAS-TE inh: FAS thioesterase domain inhibitors, primary screen, biochemical, fluorescence intensity, uHTS. inhibition, % at 15 µM. AID 602261, 2012. 360,000 compounds, 0.67% hits. Fatty acid synthase (Homo sapiens), P49327. recombinant FAS-TE, OMFH fluorogenic substrate, fluorescence endpoint;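 active means compounds whose normalised, plate-corrected inhibition of enzyme fluorescence in the single-dose primary screen is 50% or more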;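 further: 0% = DMSO with enzyme and 100% = substrate without enzyme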
Target sequence (P49327 whole entry, looked up, the tested form may be a part): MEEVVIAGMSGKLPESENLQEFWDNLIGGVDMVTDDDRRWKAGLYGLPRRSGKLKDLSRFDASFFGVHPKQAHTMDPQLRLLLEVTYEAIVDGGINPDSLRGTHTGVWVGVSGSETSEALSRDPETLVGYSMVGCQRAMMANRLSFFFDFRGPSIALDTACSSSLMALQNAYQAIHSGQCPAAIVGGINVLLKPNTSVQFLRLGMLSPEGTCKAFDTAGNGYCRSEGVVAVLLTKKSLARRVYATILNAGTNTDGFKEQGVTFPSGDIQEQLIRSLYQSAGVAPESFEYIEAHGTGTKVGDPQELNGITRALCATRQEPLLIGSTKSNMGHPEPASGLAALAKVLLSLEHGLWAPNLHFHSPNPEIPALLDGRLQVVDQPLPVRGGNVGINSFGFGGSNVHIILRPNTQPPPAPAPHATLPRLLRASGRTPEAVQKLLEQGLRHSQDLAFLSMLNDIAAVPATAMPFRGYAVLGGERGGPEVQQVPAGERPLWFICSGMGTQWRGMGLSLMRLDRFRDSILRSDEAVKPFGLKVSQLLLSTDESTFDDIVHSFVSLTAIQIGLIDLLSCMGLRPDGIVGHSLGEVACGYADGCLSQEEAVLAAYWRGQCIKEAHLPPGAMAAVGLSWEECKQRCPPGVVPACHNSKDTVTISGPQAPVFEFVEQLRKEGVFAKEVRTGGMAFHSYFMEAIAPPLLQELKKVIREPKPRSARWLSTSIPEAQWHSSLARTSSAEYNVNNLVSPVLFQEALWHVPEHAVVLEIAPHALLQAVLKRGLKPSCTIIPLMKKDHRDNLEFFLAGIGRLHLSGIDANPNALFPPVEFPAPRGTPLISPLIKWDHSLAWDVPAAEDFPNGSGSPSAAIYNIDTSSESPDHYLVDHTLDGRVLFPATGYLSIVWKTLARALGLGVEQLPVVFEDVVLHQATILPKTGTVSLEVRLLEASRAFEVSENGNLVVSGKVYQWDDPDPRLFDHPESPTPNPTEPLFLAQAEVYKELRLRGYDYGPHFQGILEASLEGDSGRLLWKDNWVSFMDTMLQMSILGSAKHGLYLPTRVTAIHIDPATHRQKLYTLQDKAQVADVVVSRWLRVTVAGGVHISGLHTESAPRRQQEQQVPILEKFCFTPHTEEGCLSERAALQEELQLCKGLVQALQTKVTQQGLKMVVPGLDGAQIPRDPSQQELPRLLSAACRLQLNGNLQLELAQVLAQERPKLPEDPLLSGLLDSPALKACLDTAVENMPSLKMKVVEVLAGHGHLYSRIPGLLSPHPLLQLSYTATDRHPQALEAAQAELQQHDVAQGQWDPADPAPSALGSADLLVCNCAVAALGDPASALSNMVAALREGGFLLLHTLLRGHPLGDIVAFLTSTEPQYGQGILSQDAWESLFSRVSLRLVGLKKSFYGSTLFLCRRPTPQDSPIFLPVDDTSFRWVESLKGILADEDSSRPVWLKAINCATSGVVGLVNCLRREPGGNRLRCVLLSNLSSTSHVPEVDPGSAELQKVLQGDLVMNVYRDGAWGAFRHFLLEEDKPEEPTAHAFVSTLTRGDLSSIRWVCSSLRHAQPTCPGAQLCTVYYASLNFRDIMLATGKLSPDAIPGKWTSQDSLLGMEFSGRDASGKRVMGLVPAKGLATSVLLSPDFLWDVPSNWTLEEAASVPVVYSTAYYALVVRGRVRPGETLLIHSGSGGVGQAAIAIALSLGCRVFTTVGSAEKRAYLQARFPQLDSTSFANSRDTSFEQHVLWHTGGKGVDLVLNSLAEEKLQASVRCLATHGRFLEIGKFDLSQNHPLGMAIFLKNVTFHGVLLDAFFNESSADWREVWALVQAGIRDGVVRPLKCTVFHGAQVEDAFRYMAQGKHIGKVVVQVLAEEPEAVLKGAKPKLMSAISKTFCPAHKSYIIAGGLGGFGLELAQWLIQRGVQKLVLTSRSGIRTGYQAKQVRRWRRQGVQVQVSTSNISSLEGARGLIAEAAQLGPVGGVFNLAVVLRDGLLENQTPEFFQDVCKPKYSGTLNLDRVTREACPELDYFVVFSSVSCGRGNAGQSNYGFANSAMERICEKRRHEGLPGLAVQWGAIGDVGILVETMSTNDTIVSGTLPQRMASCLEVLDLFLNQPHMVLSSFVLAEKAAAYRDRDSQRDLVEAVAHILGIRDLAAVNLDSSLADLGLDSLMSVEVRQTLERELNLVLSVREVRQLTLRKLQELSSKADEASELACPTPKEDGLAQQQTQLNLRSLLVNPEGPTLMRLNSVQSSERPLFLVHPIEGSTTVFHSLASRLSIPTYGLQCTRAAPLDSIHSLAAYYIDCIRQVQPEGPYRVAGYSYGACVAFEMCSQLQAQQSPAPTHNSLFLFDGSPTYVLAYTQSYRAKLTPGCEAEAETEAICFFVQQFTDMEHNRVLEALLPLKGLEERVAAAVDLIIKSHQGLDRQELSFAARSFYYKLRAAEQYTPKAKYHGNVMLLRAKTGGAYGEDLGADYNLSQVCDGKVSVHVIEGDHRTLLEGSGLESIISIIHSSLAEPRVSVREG
eLon inh: inhibitors of E. coli Lon protease, primary screen, biochemical, fluorescence polarization | purified E. coli Lon protease | inhibition, % at 7.94 µM | 360,000 compounds, 0.42% hits | AID 602123, 2011; in the data active means inhibition above about 13%, passing the limit was not always enough;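 further: 0% = enzyme with probe and DMSO and 100% = no enzyme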
PABP1 MLLE inh: inhibitors of PABP1 MLLE–PAM2 peptide binding, primary screen, biochemical, fluorescence polarization, FITC-PAM2, GST-MLLE | inhibition, % at 20 µM | 360,000 compounds, 0.36% hits; in the data active means inhibition above about 35%, passing the limit was not always enough;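 further: plate controls were DMSO wells with GST-MLLE for no effect and wells lacking GST-MLLE protein for full effect; some results filed as inactive read as strong as hits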
Numbers without * were called inactive; i = inactive; / = not tested or not shown.

SMILES	MsrA inhibitor	MT1-MMP act inh	CSN inh	Rpn11 block	MsrA act	Rin1-Abl PPI inh	FAS-TE inh	eLon inh	PABP1 MLLE inh
COc1ccc(CCNC(=O)c2ccc3nc[nH]c3c2)cc1	-0.4	0	1	i	-2	1	-8	1	4
CC1CN(C(=O)COc2ccc3ccccc3c2Br)CC(C)O1 (stereo not given)	-0.6	4	7	i	-4	1	5	-8	-3
CS(=O)(=O)N(Cc1ccc(C(=O)N2CCc3ccccc3C2)cc1)c1ccccc1	1.7	-3	-11	i	0	1	7	-3	13
O=[N+]([O-])c1cccnc1N1CCC(c2cc(-c3ccc(Cl)cc3Cl)n[nH]2)CC1	0.3	5	-2	i	-9	-2	25	-6	10
CCCCCCC(c1c(C)n(C)n(-c2ccccc2)c1=O)c1c(C)n(C)n(-c2ccccc2)c1=O	-0.3	-2	-3	i	1	2	5	0	3
CCCCC(=O)N(C)c1c(C)nc2ccc(C(=O)N(C)Cc3ccco3)cn12	0.9	-1	1	i	-3	0	-6	6	3
Cc1ccc(NC(=O)CC2S/C(=N/N=C3\CCCc4ccccc43)NC2=O)cc1 (stereo not given)	-0.3	3	3	i	-4	0	18	-3	15
O=C1NC(c2cccc([N+](=O)[O-])c2)=CCN1c1ccccc1O	-0.1	0	1	i	-2	-2	30	-3	0
CC(Oc1ccc(Cl)cc1Cl)C(=O)NCc1ccncc1 (stereo not given)	-0.5	5	2	i	-5	-2	-1	1	2
CCOC(=O)Cc1cnc(NC(=O)NC(C(=O)OCC)(c2ccccc2)C(F)(F)F)s1 (stereo not given)	-0.7	-6	1	i	-13	4	-2	-2	-2
Cc1ccc(OCCNC(=O)CCNS(=O)(=O)c2ccc(Br)cc2)cc1	-0.4	0	-1	i	-6	3	0	-3	-1
COC(=O)NC1c2ccccc2Oc2ccc(C)cc21 (stereo not given)	0.8	-1	1	i	-6	3	-1	-2	8
O=C(NCc1ccccc1)C(c1ccncc1)N(C(=O)c1csnn1)C1CC1 (stereo not given)	0.7	0	3	i	-2	-6	-8	-3	-1
OCCC1CN(Cc2cccc(-n3cccn3)c2)CCN1Cc1ccccc1 (stereo not given)	-0.1	3	0	i	-3	-2	-2	6	2
CCCCCC(=O)N1C[C@@H](n2cc(C3CC3)nn2)[C@H](O)C[C@@H]1c1ccc(OC)cc1	-2.2	3	1	i	1	-4	-3	-8	8
CC[N+]1=CN(c2ccccc2)C(C)=CC1(C)C	1.2	-1	-1	i	-5	2	-12	-11	-95
COC(=O)C1=C(C(=O)OC)[C@@H]2N(C)c3ccccc3[C@@]23C[C@@H](CO)N(C(=O)c2cccs2)C3=N1	0.6	0	2	i	-7	3	-4	-2	7
COc1cc(C2(c3ccc(O)c(OC)c3)C(=O)Nc3c(C)cc(Br)cc32)ccc1O	1.1	5	2	i	0	-1	18	1	-5
COCCN(C(=O)CSc1nnc(C)n1Cc1ccccc1)c1c(N)n(Cc2ccccc2)c(=O)[nH]c1=O	/	2	0	i	-2	4	-5	0	-25
CCN(C(=O)CSc1ccc(S(=O)(=O)N2CCOCC2)cn1)c1ccccc1	0.3	-3	-2	i	-2	2	-2	0	12
CC(C)(C)n1nnnc1C(C1CC1)N1CCN(C/C=C/c2ccccc2)CC1 (stereo not given)	-1.1	0	51*	i	0	1	-8	-7	-3
Cc1cc(C)c(S(=O)(=O)Nc2ncn[nH]2)cc1C	1.2	2	3	i	-2	4	-2	0	-8
O=C(/C=C/c1ccc(-c2cccc([N+](=O)[O-])c2)o1)N1CCOCC1	3.5	3	-5	i	-3	-7	6	3	-7
CC1(C)Cc2nc3oc4c(=S)nc[nH]c4c3cc2CO1	2.9	1	1	i	7	-230	-6	7	-3
CCOc1ccc(CC(=O)OCN2C(=O)c3ccccc3C2=O)cc1	0.7	4	6	i	-4	4	33	-6	26
CC1CCN(S(=O)(=O)c2cn(C)c(=O)n(C)c2=O)CC1	-1.2	-1	-2	i	-1	1	-6	5	-8
Cc1cc(OCC(=O)NNC(=O)c2ccncc2)cc(C)c1Cl	-0.3	1	1	i	1	-2	1	-1	-1
Cc1ccc(S(=O)(=O)NNC(=O)c2cc([N+](=O)[O-])c(C)c([N+](=O)[O-])c2)cc1	0.5	-3	1	i	2	-1	24	-8	1
Cc1ccc(CNc2ncc(-c3ccc4c(c3)OCO4)n2C)cc1	-0.6	0	4	i	-1	1	-5	-1	1
O=C(CNC(=O)OCc1ccccc1)Nc1ccc(F)cc1	-1.3	-5	-3	i	0	1	-5	-2	-111

Not a retest: an excerpt of the list.
SMILES	MsrA inhibitor	MT1-MMP act inh	CSN inh	Rpn11 block	MsrA act	Rin1-Abl PPI inh	FAS-TE inh	eLon inh	PABP1 MLLE inh
COc1ccc(CCNC(=O)c2ccc3nc[nH]c3c2)cc1	-0.4	0	1	i	-2	1	-8	1	4
CC1CN(C(=O)COc2ccc3ccccc3c2Br)CC(C)O1 (stereo not given)	-0.6	4	7	i	-4	1	5	-8	-3
CS(=O)(=O)N(Cc1ccc(C(=O)N2CCc3ccccc3C2)cc1)c1ccccc1	1.7	-3	-11	i	0	1	7	-3	13

Continuation.
SMILES	MsrA inhibitor	MT1-MMP act inh	CSN inh	Rpn11 block	MsrA act	Rin1-Abl PPI inh	FAS-TE inh	eLon inh	PABP1 MLLE inh
CC(=O)NCCc1ccc(O)cc1	0.3	7	3	i	-7	-2	-5	5	-7
COc1ccc(N(CC(=O)Nc2c(C)cccc2C)S(=O)(=O)c2ccccc2[N+](=O)[O-])c(OC)c1	0.6	-4	0	i	-6	3	9	2	8
Cc1cc(=O)[nH]c(N/N=C/c2c(C)oc3ccccc23)n1	1.2	-1	-2	i	-4	0	-1	-9	4
O=C1COc2ccc(OCc3ccc(F)cc3)cc21	0.4	-5	-3	i	0	1	1	-4	-9
CCn1c(CC(=O)Nc2ccccc2C)nnc1SCC(=O)NC1CCCC1	0.5	2	0	i	-3	4	0	-16	-8
CCOc1c(Cl)cc(C(=O)NCCN2CCCCC2)cc1Cl	-0.1	2	3	i	-3	4	-3	-5	3
CC(=O)c1cccc(NC(=O)N2CCC(C(=O)c3ccc(F)cc3)CC2)c1	-0.1	2	4	i	0	3	0	-7	-1
CCC(C(=O)OC)n1cnc2scc(-c3ccc(C)cc3)c2c1=O (stereo not given)	2.6	-5	9	i	-3	-2	9	4	-9
O=C1NC(=O)C(Cc2ccccc2)(c2cccnc2)N1 (stereo not given)	0.5	3	0	i	-8	0	-2	-1	-27
CN1CCN(C(=O)C[C@H]2C[C@H]3c4cc(NC(=O)NC5CCCCC5)ccc4O[C@H]3[C@@H](CO)O2)CC1	0.6	4	-2	i	-8	2	-9	7	18
COc1cc(C(=O)O)nc(OC)n1	0.9	2	0	i	-2	2	-6	-4	-9
CCC1CCc2sc(C(=O)NC3CCN(Cc4ccccc4)CC3)cc2C1 (stereo not given)	-1.1	3	1	i	0	-1	9	-1	1
CCOC(=O)C(=O)Nc1ccc(S(=O)(=O)Nc2ncccn2)cc1	-0.4	1	1	i	-6	2	-5	-5	-2
COc1ccc(Cl)cc1N(CC(=O)NC(C)(C)C)S(=O)(=O)c1ccc(C)c([N+](=O)[O-])c1	0.8	-7	-8	i	-1	-2	36	5	1
COc1ccc(C2C(C(C)=O)=C(O)C(=O)N2CCc2c[nH]c3ccccc23)cc1 (stereo not given)	2.8	5	5	i	0	-1	-3	-9	16
C=CCN1C=C2C(=O)C(C)(OC(=O)C3CCCC3)C(=O)C=C2C=C1c1ccsc1 (stereo not given)	1.3	-7	-4	i	-10	-3	-6	16	5
CC(C)CCN1C(=O)c2ccc(-c3nc4ccccc4c(=O)o3)cc2C1=O	0.2	6	-3	i	-6	3	41	-2	-2
COC(=O)CSc1cc(SCC(=O)OC)c(C#N)c(SCC(=O)OC)c1	0.0	4	-2	i	-1	0	2	-8	11
O=C(/C=C/c1ccc([N+](=O)[O-])cc1)NCCc1ccccc1	2.8	6	-2	i	-2	-1	17	1	-1
COc1ccc(Br)cc1S(=O)(=O)Nc1ncn[nH]1	-1.2	2	4	i	-5	0	-11	2	-7
Cc1onc(-c2ccccc2)c1C(=O)Nc1nnc(C(C)C)s1	-0.8	0	1	i	-4	2	-2	-7	-8
COc1ccc(C(=O)COC(=O)C(CC(C)C)N2C(=O)c3ccccc3C2=O)cc1 (stereo not given)	0.1	-5	4	i	-5	1	28	-15	5
Cc1ccc(NC(=O)CS(=O)CC(=O)NC(C)CCc2ccco2)cc1Cl (stereo not given)	0.2	3	5	i	0	2	-4	1	-18
COc1ccccc1CN1C(=O)c2cccc3cccc(c23)C1=O	-0.4	0	-8	i	-1	-2	11	-3	0
Cn1c(CCCNC(=O)c2cccs2)nc2ccccc21	0.4	0	-3	i	-3	-2	-5	8	-2
COC(=O)c1ccc(Oc2ccc(C(C)(C)C)cc2)c([N+](=O)[O-])c1	-0.6	3	-2	i	1	-2	14	2	-9
Fc1ccc2c(-c3cccc(C(F)(F)F)c3)c(-c3ccccc3)ncc2c1	0.0	-5	3	i	-2	-1	21	-13	-2
CCN(CC)c1cc(C)c2cc(NC(=O)c3ccccc3F)ccc2n1	1.7	4	-1	i	-3	0	15	-3	-8
O=C(CC(c1ccccc1)c1cc(Br)ccc1O)NCCN1CCOCC1 (stereo not given)	0.3	-2	0	i	-2	-5	-4	1	7
CC1(C)OC(=O)C2=C(CC(CCc3ccccc3)OC2c2ccccc2)O1 (stereo not given)	0.8	-4	-2	i	-2	1	18	-8	0
Cc1cc(C)c2nc(SCCc3ccccc3)nc(C)c2c1	-0.3	3	3	i	1	0	16	0	-3
O=C(CCN1C(=O)c2ccccc2C1=O)c1cnc[nH]1	0.6	5	-6	i	-9	6	-4	5	16
COc1ccc(N2C(=O)CC(Sc3nc(C)cc(C)n3)C2=O)cc1OC (stereo not given)	-0.2	2	-4	i	4	-1	-6	-11	5
CN(CCC#N)c1ncnc2scc(-c3ccccc3)c12	0.4	-2	-1	i	-3	2	1	-6	2
N#Cc1ccc(/C=N/NC(=O)c2cc(-c3cccs3)nc3ccccc23)cc1	0.2	-11	-4	i	1	-3	6	11	4
COc1cc(OC)cc(C(=O)NC(=S)Nc2ccc(Cl)c(C(=O)O)c2)c1	0.5	-3	0	i	-2	0	2	-9	31
CCOC(=O)C1=C(COC(=O)CSc2ccc(Br)cc2)NC(=O)NC1C (stereo not given)	-0.8	7	3	i	0	3	2	5	6
Cc1cc(NC(=O)CSc2nc(-c3cccnc3)ccc2C#N)no1	0.1	3	1	i	-12	2	-3	-6	-1
